GLD-1 RNA inh – GLD-1-TGE RNA interaction inhibition (C. elegans) | 0.44% of 320,000 active | inhibition, % at 5.96 µM | Q17339 | purified GLD-1 + fluorescein TGE RNA, fluorescence polarization;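 active means percent inhibition above a per-plate cutoff, the plate mean of test compounds plus 3 SD, cut at about 30% in these data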;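 further: 0% = DMSO wells with GLD-1 and probe and 100% = wells lacking GLD-1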
Target sequence (Q17339 whole entry, looked up): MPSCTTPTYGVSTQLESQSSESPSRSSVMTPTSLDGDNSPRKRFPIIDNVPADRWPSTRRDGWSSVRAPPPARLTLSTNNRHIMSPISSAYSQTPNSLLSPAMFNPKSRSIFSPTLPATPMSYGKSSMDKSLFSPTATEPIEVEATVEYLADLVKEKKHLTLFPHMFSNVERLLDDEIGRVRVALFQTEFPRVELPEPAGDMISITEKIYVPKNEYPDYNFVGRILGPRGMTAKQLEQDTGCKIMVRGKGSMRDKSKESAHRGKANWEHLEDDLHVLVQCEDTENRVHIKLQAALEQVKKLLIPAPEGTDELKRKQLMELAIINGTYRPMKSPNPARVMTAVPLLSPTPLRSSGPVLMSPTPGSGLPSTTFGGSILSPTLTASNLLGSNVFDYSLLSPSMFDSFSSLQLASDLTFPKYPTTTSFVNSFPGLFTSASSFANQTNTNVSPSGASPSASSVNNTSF
PME-1 primary – PME-1 (human) inhibition; Q9Y570; recombinant PME-1, FP-Rh probe fluorescence polarization; inhibition, % at 5.9 µM; 0.53% of 320,000 active;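 active means inhibition above the campaign mean of all compounds plus 3 SD, cut at about 26% in these data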;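 further: competitive labeling of PME-1 active site by serine hydrolase directed probe; 0% = PME-1 with DMSO and 100% = wells lacking PME-1 enzyme; inhibitors block probe labeling so polarization falls and inhibition rises; many of its hits are not listed in these tables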
Fam108B counter – blocks mouse Fam108B hydrolase in RBBP9 counter-screen | recombinant Fam108B, FP-Rh probe fluorescence polarization | inhibition, % at 9.51 µM | 0.33% of 300,000 active | AID 1947;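 active means inhibition above the screen mean inhibition plus 3 SD, computed separately per campaign, cut at about 18% in these data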;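 further: inhibitors lower polarization as less probe binds the enzyme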
MEX-5 binding – C. elegans MEX-5 TCR-2 RNA binding activity. Q9XUB2. MEX-5/FITC-TCR2 RNA binding, fluorescence polarization; stronger effect = lower value. activity score (negative = inhibition of binding), % at 10 µM. 0.38% of 300,000 active. AID 1832;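 active means inhibition past about -25% in most replicates, and total fluorescence under double the plate's negative control median, limit read from the data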;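 further: 0% = DMSO and -100% = 5 µM competing unlabeled TCR2 RNA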
PAFAH1B2 inh – PAFAH1B2 (human) inhibition; recombinant PAFAH1B2, FP-rhodamine activity probe, fluorescence polarization; inhibition, % at 3.39 µM; 1.2% of 340,000 active; AID 492953;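 active means inhibition above the mean of all tested compounds plus 3 SD, cut at about 24% in these data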;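 further: 0% = enzyme with DMSO and 100% = wells lacking PAFAH1B2; many of its hits are not listed in these tables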
Target sequence (P68402 whole entry, looked up): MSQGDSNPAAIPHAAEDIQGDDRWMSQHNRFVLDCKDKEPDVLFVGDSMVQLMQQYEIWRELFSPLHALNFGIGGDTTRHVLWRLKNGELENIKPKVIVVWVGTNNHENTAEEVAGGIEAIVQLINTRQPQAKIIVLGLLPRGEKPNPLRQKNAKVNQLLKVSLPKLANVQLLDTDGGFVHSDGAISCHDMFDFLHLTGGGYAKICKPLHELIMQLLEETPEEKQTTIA
AHR act – human AHR activation | activation, % at 5 µM | AID 2796 | AHR-responsive luciferase reporter cells, luminescence | 2.5% of 320,000 active | P35869; in the data active means activation above about 47%;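 further: 0% = vehicle wells and 100% = reference agonist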
BCLXL inh – Bcl-xL (human) inhibition; 0.7% of 320,000 active; AID 2129; inhibition, % at 10.9 µM; GST-Bcl-xL / FITC-Bim BH3 peptide fluorescence polarization; Q07817;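 active means inhibition above the mean of all tested compounds plus 3 SD, cutoff set per campaign, cut at about 30% in these data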;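 further: 0% = DMSO wells and 100% = unlabeled Bim-BH3 peptide competitor; inhibitors lower millipolarization by displacing the labeled peptide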
Target sequence (Q07817 whole entry, looked up): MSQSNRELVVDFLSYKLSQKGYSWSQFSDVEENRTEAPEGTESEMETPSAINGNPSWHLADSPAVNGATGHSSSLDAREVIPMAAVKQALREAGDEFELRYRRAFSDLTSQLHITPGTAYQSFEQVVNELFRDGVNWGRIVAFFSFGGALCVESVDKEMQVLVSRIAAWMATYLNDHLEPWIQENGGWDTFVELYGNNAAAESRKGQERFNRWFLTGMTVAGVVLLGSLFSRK
pPAFAH inh – pPAFAH (human) enzyme inhibition; inhibition, % at 3.39 µM; AID 463082; recombinant pPAFAH, FP-rhodamine probe fluorescence polarization; 1.5% of 330,000 active;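 active means inhibition above the mean inhibition across the screen plus 3 SD, cut at about 25% in these data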;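 further: inhibitors block binding of the rhodamine activity-based probe so polarization drops; 0% = enzyme with DMSO and 100% = wells lacking pPAFAH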
MCL1 BIM primary – MCL1-BIM-BH3 interaction inhibition (human). inhibition, % at 10.9 µM. Q07820. GST-MCL1 / FITC-Bim-BH3 fluorescence polarization. 0.68% of 320,000 active;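 active means inhibition above the mean inhibition of all tested compounds plus 3 SD, set per campaign, cut at about 40% in these data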;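 further: 0% = DMSO wells and 100% = unlabeled Bim-BH3 peptide control; higher means more loss of mP so more displacement of Bim peptide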
The depositor's hits bear a star; . = not tested or not shown; & = joins results of further samples.

Start of the listing, in advance (two entries):
SMILES	GLD-1 RNA inh	PME-1 primary	Fam108B counter	MEX-5 binding	PAFAH1B2 inh	AHR act	BCLXL inh	pPAFAH inh	MCL1 BIM primary
O=[N+]([O-])c1ccc2nc(NS(=O)(=O)c3ccc(F)cc3)sc2c1	-4	-11	-1	-0.6	11	0	2	5	0
Cc1ccc([N+](=O)[O-])cc1-c1ccc(/C=N\n2nnnc2N)o1	3	0	-9	-1.2	-3	22	2	7	11

The list itself, from the start:
SMILES	GLD-1 RNA inh	PME-1 primary	Fam108B counter	MEX-5 binding	PAFAH1B2 inh	AHR act	BCLXL inh	pPAFAH inh	MCL1 BIM primary
O=[N+]([O-])c1ccc2nc(NS(=O)(=O)c3ccc(F)cc3)sc2c1	-4	-11	-1	-0.6	11	0	2	5	0
Cc1ccc([N+](=O)[O-])cc1-c1ccc(/C=N\n2nnnc2N)o1	3	0	-9	-1.2	-3	22	2	7	11
COC(=O)c1ccc(NC(=O)C(=O)NCC2CCCO2)cc1 (stereo unspecified)	7	-6	1	-1.6	4	5	0	0	-10
CC1Cc2cc(S(=O)(=O)N3CCC(C(=O)N4CCN(c5ccccc5F)CC4)CC3)ccc2N1C(=O)C1CC1 (stereo unspecified)	-2	2	3	3.4	1	0	0	7	-3
COc1cc(C)c(CN2CCN(C(C)C(=O)NC(C)c3ccccc3)CC2)cc1OC (stereo unspecified)	-4	-2	-1	2.2	11	0	-3	8	-2
COc1ccc2cc(-c3ccccc3)ncc2c1	0	0	6	0.8	-2	22	2	4	1
CN1CCc2nc3sc(C(=O)C45CC6CC(CC(C6)C4)C5)c(N)c3cc2C1	7	6	12	.	1	10	24	11	28
Cc1cccc(NC(=O)c2cc(N3CCOCC3)nc3ccccc23)c1	-2	-2	1	0.3	2	22	11	1	1
COCc1ccc(C(=O)N(C)CC2CCCN(CCc3ccc(OC)cc3)C2)o1 (stereo unspecified)	1	2	-9	0.4	2	6	1	0	1
Cc1cccc(NC(=O)CN(CC2CCCO2)C(=O)c2cc(S(=O)(=O)N(C)C)ccc2F)c1C (stereo unspecified)	1	.	.	.	3	-1	.	-1	.
Cc1ccn(CCC(=O)Nc2ccc3c(c2)OCO3)n1	9	-6	4	-1.2	3	14	8	6	11
O=C(COc1ccc(Br)cc1)c1ccc2c(c1)CCCC2	3	-3	-5	2.7	-6	7	-1	-3	-4
O=C(Nc1ccccc1)N1CCN(c2ccc(F)cc2)CC1	0	-8	2	-0.5	9	-9	0	8	7
NC(=O)c1ccccc1NCC(=O)c1ccc(F)cc1	1	2	-1	1.1	5	7	8	1	12
CSc1ncccc1C(=O)OCC(=O)NC(=O)NCCC(C)C	1	1	2	0.0	-1	5	0	-3	1

Some of these compounds in order of their number in AHR act, low to high.
Structure	AHR act
O=C(Nc1ccccc1)N1CCN(c2ccc(F)cc2)CC1	-9
O=C(COc1ccc(Br)cc1)c1ccc2c(c1)CCCC2	7
CN1CCc2nc3sc(C(=O)C45CC6CC(CC(C6)C4)C5)c(N)c3cc2C1	10

Six structures from above, ordered by length of the SMILES, lowest first.
SMILES	GLD-1 RNA inh	PME-1 primary	Fam108B counter	MEX-5 binding	PAFAH1B2 inh	AHR act	BCLXL inh	pPAFAH inh	MCL1 BIM primary
Cc1ccn(CCC(=O)Nc2ccc3c(c2)OCO3)n1	9	-6	4	-1.2	3	14	8	6	11
O=C(Nc1ccccc1)N1CCN(c2ccc(F)cc2)CC1	0	-8	2	-0.5	9	-9	0	8	7
COC(=O)c1ccc(NC(=O)C(=O)NCC2CCCO2)cc1 (stereo unspecified)	7	-6	1	-1.6	4	5	0	0	-10
O=[N+]([O-])c1ccc2nc(NS(=O)(=O)c3ccc(F)cc3)sc2c1	-4	-11	-1	-0.6	11	0	2	5	0
CN1CCc2nc3sc(C(=O)C45CC6CC(CC(C6)C4)C5)c(N)c3cc2C1	7	6	12	.	1	10	24	11	28
Cc1cccc(NC(=O)CN(CC2CCCO2)C(=O)c2cc(S(=O)(=O)N(C)C)ccc2F)c1C (stereo unspecified)	1	.	.	.	3	-1	.	-1	.

Continuation.
SMILES	GLD-1 RNA inh	PME-1 primary	Fam108B counter	MEX-5 binding	PAFAH1B2 inh	AHR act	BCLXL inh	pPAFAH inh	MCL1 BIM primary
Cc1cccc(Cn2c(C(=O)OC(C)C)cc3c2ccn3C)c1	15	-2	0	-2.0	4	1	4	9	-2
COc1ccc(-c2cc(C(=O)Nc3ccccc3SC)no2)cc1	5	3	-1	3.2	7	2	4	-1	5
Cc1sc2ncnc(SCC(=O)NC(C)(C)C)c2c1C	2	-4	-3	-1.2	1	0	0	2	-6
COCCNC(=S)N1CCN(C/C=C/c2ccccc2)CC1	5	3	2	-4.9	3	-2	7	7	0
CCOc1cc2c(cc1C=O)OC(C)C2 (stereo unspecified)	-4	-5	-1	6.7	-3	2	5	-11	9
COC(=O)c1cc(CNC(=O)c2ccc(N3CCCC3)c([N+](=O)[O-])c2)ccc1OC	6	6	11	2.0	2	1	4	5	1
Cc1cc(OCc2cc3c(cc2Cl)OCO3)c2c(C)cc(=O)oc2c1	-1	-5	-8	1.4	5	31	-9	1	-3
O=C(C[C@H]1C/C=C\C[C@H](NC(=O)OCC2c3ccccc3-c3ccccc32)C(=O)OC[C@H](Cc2ccccc2)NC1=O)N[C@H](CO)Cc1ccccc1	0	.	.	.	7	0	.	2	.
CCC(C)(C)NC(=O)Cn1c(-c2ccc(C)cc2)noc1=O	1	5	1	2.5	1	0	8	-2	4
O=C(OCc1c(-c2ccccc2)ncc2ccccc12)N1CCOCC1	6	3	.	.	0	0	3	8	0
Cc1cc(=O)oc(C)c1C(=O)NCc1ccc(F)cc1	3	-1	-1	1.3	2	0	4	-2	3
Cc1ccccc1C(=O)Nc1ccnn1C1CCN(Cc2cccnc2)CC1	-4	7	4	-1.2	5	1	5	2	12
O=C(c1ccccc1F)N(Cc1ccccc1)C1CCS(=O)(=O)C1 (stereo unspecified)	5	-6	-1	-2.6	5	3	-2	-4	2
O=C(CCCC(=O)c1ccccc1)NCc1ccccc1	1	9	-1	0.9	4	3	3	-4	-5
COC(=O)CSc1nnc(CNC(=O)c2ccc(OC)c(OC)c2)n1C	-2	3	4	0.9	2	2	12	11	35
C[C@]12C=CC(=O)C=C1CC[C@@H]1[C@@H]2C(=O)C[C@@]2(C)[C@H]1CC[C@]2(O)C(=O)CO	7&1	0&0	1	2.3	4&-7	0&0	6&-1	1&14	1&-1
COC(=O)CC1(C(=O)OC)Oc2ccc(Br)cc2C(=O)N1c1cc(Cl)cc(Cl)c1 (stereo unspecified)	4	0	-2	0.3	6	15	-3	6	-9
CSc1cc(-c2ccc(Cl)cc2)c(C(=O)NC(C)C)s1	-1	0	3	.	5	1	-1	7	1
NC(=O)c1cccnc1OCC(F)(F)F	18	-5	-1	-4.4	-3	-1	-1	-1	-10
COc1cc(-c2nc3ccccn3c2/N=C/c2cccc(F)c2)ccc1O	10	-9	0	-0.2	-3	3	3	-6	6
Cn1c(Cc2cccs2)nnc1SCC(=O)Nc1ccc(C(N)=O)cc1	-1	-3	1	-1.4	-3	0	-2	2	-9
c1ccc(CCn2nnnc2C(c2cccnc2)N2CCOCC2)cc1 (stereo unspecified)	-1	-1	9	2.1	4	-1	6	1	-9
CCCN(CCC)C(=O)COc1cc(=O)n(CC)c2ccccc12	-3	1	-2	-0.4	0	32	2	2	8
COc1ccc(-c2nnc(SCc3nnc(-c4ccccc4)o3)n2C)cc1OC	-2	0	0	2.3	6	0	-4	1	0
CCNC(=O)C1CC(=O)N(Cc2ccc(F)cc2)C(=Nc2ccc(OC)cc2)S1 (stereo unspecified)	3	-5	7	-1.8	0	-5	1	7	3
O=C1CSc2ccccc2N1Cc1ccc(F)cc1	8	-7	-2	-3.9	3	9	0	0	1
CC1Cc2ccccc2N1C(=O)COC(=O)Cc1ccc(F)cc1 (stereo unspecified)	-12	4	-3	1.5	2	0	0	8	-3
O=C(CN(C(=O)CNS(=O)(=O)c1ccccc1)c1ccc2c(c1)OCCO2)NCc1ccco1	0	-1	-5	1.8	-2	0	1	6	4
Cn1c(S(=O)(=O)O)nc2ccccc21	-1	4	2	-2.2	5	3	4	0	4
COc1ccc(C(=O)N2CCCC(c3ccccc3)=N2)cc1	4	-1	0	0.0	.	8	3	2	-3
CC(O)[C@@H](C(=O)N1CCNCC1)n1cc(CCCCN)nn1 (stereo partly specified)	-2	-1	8	-0.4	8	1	2	2	5
NC(=O)c1ccccc1NC(=O)CCCc1ccccc1	18	5	7	-0.4	3	1	0	5	6
CC(=O)/C(=N/Nc1ccc(C)cc1)Sc1nnc(CCc2ccccc2)n1-c1ccccc1	-6	5	1	-0.6	4	4	23	1	7
C(=N\Nc1ccccn1)/c1c[nH]c2ccccc12	0	21	1	-1.1	6	48*	6	3	2
COc1cccc(NC(=O)C(OC(=O)/C=C/c2ccc3c(c2)OCO3)c2ccccc2)c1 (stereo unspecified)	3	-52	-24	-5.1	-14	0	-2	-14	-5
Cc1ccc(-c2cc(C(=O)Nc3ccccc3C(N)=O)c3ccccc3n2)o1	4	3	-3	-0.2	.	16	12	7	27
CCc1ccc(NC(=O)Cn2nc(C(=O)O)c3ccccc3c2=O)cc1	2	-1	-5	-1.3	-1	4	-4	2	-5
CCc1noc(C)c1C(=O)OCC(=O)NC(=O)c1ccccc1OC	0	4	-2	-0.1	0	-1	4	3	-1
CCOc1cc2[nH]c(=O)n(CCCC(=O)NCc3ccc(OC)cc3)c(=O)c2cc1OCC	-3	-1	2	3.2	32*	0	9	3	9
COc1ccc(S(=O)(=O)N2CCOC2CNC(=O)C(=O)NCCc2ccccc2)cc1C (stereo unspecified)	7	-3	-3	1.2	2	1	0	6	-9
O=C(c1cccs1)c1c[nH]cc1-c1ccccc1	4	0	-3	1.9	.	9	2	-3	4
COc1ccc(C(=O)Oc2ccc3ccc(=O)oc3c2)cc1OC	0	1	-15	2.9	9	1	-5	3	-6
O=C(Cn1cc(C(=O)c2ccco2)c2ccccc21)NC1CCCCC1	4	-3	-1	-3.1	2	2	5	-1	-3
COc1cccc(-c2cc3c(-n4cccc4)ncnc3o2)c1	-1	-13	-14	-0.5	-6	56*	3	4	-6
CCCc1[nH]n(-c2ccc(F)cc2)c(=O)c1C=Nc1cccc(F)c1	2	-4	1	3.9	0	8	1	-5	1
Cc1ccccc1NC(=O)Cc1nc(COC(=O)COc2cccc(C)c2C)cs1	-2	-5	0	-1.5	0	-2	-1	9	-4
CCN(CC)S(=O)(=O)c1ccc2c(c1)nc(CCC(=O)Nc1ccc(N3CCOCC3)cc1)n2C	4	1	4	5.1	1	3	6	8	4

This is a subset; count on the stated rates, not on these rows.
